SENP8 block-1: SENP8 (human) protease inhibition; Q96LD8; recombinant SENP8, Nedd8 substrate fluorescence; inhibition, % at 20 µM; actives 0.64% (n = 360,000); AID 602440; in the data active = inhibition mostly above about 40%, no sharp cut-off; inactive = mostly below about 27%
Target sequence (Q96LD8 whole entry, looked up): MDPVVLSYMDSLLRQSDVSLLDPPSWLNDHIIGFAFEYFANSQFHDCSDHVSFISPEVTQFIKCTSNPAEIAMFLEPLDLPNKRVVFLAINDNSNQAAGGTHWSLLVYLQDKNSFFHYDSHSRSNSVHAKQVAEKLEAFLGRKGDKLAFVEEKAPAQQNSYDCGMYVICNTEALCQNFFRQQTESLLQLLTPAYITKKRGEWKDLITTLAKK
SENP6 inh: inhibitors of human SENP6 protease | Q9GZR1 | Recombinant SENP6 catalytic domain, aminoluciferin luminescence | inhibition, % at 10 µM | actives 1.8% (n = 330,000);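 active = inhibition above about 50% at the single tested dose, limit read from the data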;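 note: plate controls were DMSO wells with enzyme for no effect and DMSO wells lacking enzyme for full effect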
Target sequence (Q9GZR1 628-1112 limits assumed): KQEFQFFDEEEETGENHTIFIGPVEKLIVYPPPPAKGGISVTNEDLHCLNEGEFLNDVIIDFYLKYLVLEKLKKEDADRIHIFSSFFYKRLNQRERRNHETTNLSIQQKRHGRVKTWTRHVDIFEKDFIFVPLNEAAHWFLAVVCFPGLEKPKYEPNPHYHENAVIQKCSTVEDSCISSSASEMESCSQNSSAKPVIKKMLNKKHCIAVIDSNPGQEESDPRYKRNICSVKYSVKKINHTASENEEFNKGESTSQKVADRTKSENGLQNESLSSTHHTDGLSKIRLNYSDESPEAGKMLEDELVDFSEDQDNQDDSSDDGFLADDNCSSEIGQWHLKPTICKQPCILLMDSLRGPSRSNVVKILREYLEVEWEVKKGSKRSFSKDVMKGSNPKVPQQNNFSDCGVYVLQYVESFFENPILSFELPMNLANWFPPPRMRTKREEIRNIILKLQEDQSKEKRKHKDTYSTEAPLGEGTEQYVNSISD
SENP1 FRET inh: inhibitors of human SENP1 SUMO protease catalytic domain; actives 0.21% (n = 360,000); recombinant SENP1 catalytic domain, CyPet-SUMO1-YPet FRET cleavage; inhibition, % at 10 µM; Q9P0U3;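 active = inhibition at least 30% at 10 µM, raw YFP signal under a set limit, fluorescence ratio 0.5 to 1.5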;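 note: 0% = enzyme with DMSO and 100% = no enzyme wells; some results filed as inactive read as strong as hits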
Target sequence (Q9P0U3 419-644 limits assumed): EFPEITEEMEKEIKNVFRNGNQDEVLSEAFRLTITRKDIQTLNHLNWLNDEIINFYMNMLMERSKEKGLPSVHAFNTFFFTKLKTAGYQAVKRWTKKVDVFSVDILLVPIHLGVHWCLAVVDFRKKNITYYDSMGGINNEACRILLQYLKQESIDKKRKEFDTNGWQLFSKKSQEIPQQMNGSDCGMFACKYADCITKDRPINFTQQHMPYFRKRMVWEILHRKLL
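System: Recombinant human SENP1 catalytic domain, His6-tagged | Incubation: Enzyme reaction for 50 min at room temperature, dark | Medium: Tris pH 8 with BME, BSA, NP40 and catalase | Also added: 25 nM SUMO1 FRET substrate | Compound: 10 µM single point, 0.5% DMSO | Measured by: FRET fluorescence in CFP and YFP emission channels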
SENP8 block-2: SENP8 protease inhibition | purified SENP8, Z-RLRGG-aminoluciferin cleavage, luminescence | inhibition, % at 10 µM | actives 1.2% (n = 330,000) | AID 2540; in the data active = inhibition above about 50%
Apaf1 inhib: blocks human Apaf-1 apoptosome activity | actives 0.71% (n = 330,000) | inhibition, % at 20 µM | AID 489030 | reconstituted apoptosome caspase-3 activity, DEVD-Rh110 fluorescence; active = inhibition of at least 40% at 20 µM;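 note: plate controls were DMSO wells for no effect and DEVD-CHO caspase inhibitor wells for full effect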
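Medium: Hepes buffer, pH 7.5 / System: biochemical Apaf-1 apoptosome reconstitution / Measured by: Rh110 fluorescence, excitation 480 nm, emission 540 nm / Times: compound with Apaf-1, dATP, procaspase-3 30 min, then 50 min reaction, room temperature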
HKDC1 inhibitor: blocks human hexokinase HKDC1 activity. Q2TB90. recombinant HKDC1, G6PDH/diaphorase resazurin coupled fluorescence. inhibition, % at 20 µM. actives 0.16% (n = 340,000). AID 493160;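 active = inhibition above about 35% when tested at 20 µM, limit read from the data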;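 note: plate controls were DMSO wells with enzyme for no effect and DMSO wells lacking enzyme for full effect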
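Test system: HK5 enzyme. Quantity: 5 µg/mL HK5 final. Reagent: glucose and ATP substrates. Schedule: 90 min reaction incubation at room temperature, dark. Technique: resazurin-to-resorufin fluorescence via G6PDH and diaphorase coupling, 525/613 nm. Control set: DMSO wells with and without enzyme mix.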
PfG6PD inh: PfG6PD (Plasmodium falciparum) enzyme inhibition; AID 504690; inhibition, % at 20 µM; PfGluPho enzyme, NADPH resazurin-diaphorase fluorescence; actives 0.78% (n = 350,000);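 active = inhibition reaching at least a set limit at 20 µM in the primary screen, cut at about 59% in these data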;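 note: 0% = DMSO wells with substrate and 100% = DMSO wells lacking glucose-6-phosphate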
SENP7 block: SENP7 protease inhibition | recombinant SENP7, Z-RLRGG-aminoluciferin luminescence, 40 min | inhibition, % at 5 µM | actives 1.5% (n = 330,000);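 active = inhibition above about 50% at the single test dose, limit read from the data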;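 note: plate controls were DMSO with enzyme for no effect and no enzyme buffer wells for full effect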
NLRP3 yeast inh: NALP3 inhibition in yeast; actives 0.39% (n = 330,000); Yeast reconstituted NLRP3/ASC/caspase-1, beta-gal luminescence, 24 h; inhibition, % at 10 µM; AID 2825;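 active = inhibition of 50% or more; inactive = inhibition below 50%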;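 note: plate controls were induced DMSO wells for no effect and uninduced yeast grown without galactose for full effect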
The depositor's hits bear a star; x = not tested or not shown.

Results follow in this order: SENP8 block-1	SENP6 inh	SENP1 FRET inh	SENP8 block-2	Apaf1 inhib	HKDC1 inhibitor	PfG6PD inh	SENP7 block	NLRP3 yeast inh
- Cc1ccc2cccc(Oc3ncnc4sc(C)c(C)c34)c2n1
    18	13	-2	8	-1	-2	7	12	-2
- CC(C)C(=O)N1CCN(c2ccc(NC(=O)c3ccc([N+](=O)[O-])o3)cc2Cl)CC1
    32	x	2	x	x	5	45	x	x
- CSc1ccc(C=O)cc1
    5	-19	2	6	-4	-1	-2	-1	4
- O=C(OCc1ccc(Cl)c(Cl)c1)c1ccc[nH]1
    15	59*	-1	47	6	4	-4	33	16
- O=C(Nc1ccc(Br)cc1Cl)Nn1cnnc1
    26	-3	1	-6	7	1	2	-6	8
- O=C(COC(=O)[C@@H]1CC(O)CN1S(=O)(=O)c1ccc2c(c1)OCCO2)Nc1ccccc1F (stereo partly specified)
    8	0	4	3	-1	-7	-6	5	0
- COc1ccc(NC(=O)CN(c2ccc(OC)c(Cl)c2)S(=O)(=O)c2ccccc2)c(OC)c1
    5	-6	3	3	7	4	2	-3	4
- COc1cc(NC(=O)c2ccc3c(c2)OCO3)ccc1NC(=O)C(C)C
    14	-13	-1	-4	8	1	-1	-2	8
- CN(C(=O)C1CCCO1)c1nnc(-c2ccccn2)s1 (stereo unspecified)
    -168	3	-1	0	-7	-3	11	1	3
- COc1ccc(NS(=O)(=O)c2ccc(C)cc2)c([N+](=O)[O-])c1
    29	-2	2	-1	-7	-4	12	2	6
- CCc1ccc(N2CC(C(=O)Nc3ccc(S(=O)(=O)N4CCCCC4)cc3)CC2=O)cc1 (stereo unspecified)
    -2	-3	-1	-11	28	-3	-12	-8	18
- O=C(Cc1nnc(NC(=O)c2ccccc2)s1)N/N=C/c1ccc(O)cc1
    -8	15	-11	0	-13	-3	-18	2	18
- N#CCSc1nnc(COc2ccccc2)n1-c1ccccc1
    10	-1	1	2	3	2	-5	5	-18
- c1ccc(-c2onc(-c3ccco3)c2-c2ccc3c(c2)OCO3)cc1
    -22	-1	2	-6	15	4	-19	-3	22
- COC(=O)c1ccc(/C=C/C(=O)OCC(=O)NCc2cccs2)cc1
    19	10	-1	9	-9	2	-10	-2	4
- COc1ccc(OC)c(-n2c(SCC(=O)Nc3cccc(S(N)(=O)=O)c3)nc3ccccc3c2=O)c1
    3	-12	-1	-1	-9	-2	15	10	-1
- COc1ccccc1N1CCN(C(=O)c2ccc(COc3cccc4c3OC(C)(C)C4)cc2)CC1
    11	-10	-1	-6	33	-1	21	10	25
- CC(Sc1nc(C2CC2)n(-c2ccccc2)n1)C(=O)c1c(N)n(C)c(=O)n(C)c1=O (stereo unspecified)
    1	5	0	2	1	-2	11	-1	8
- CCOC(=O)C1CCCN(C(=O)CN2CCN(Cc3ccc(Cl)cc3)C2=O)C1 (stereo unspecified)
    x	-8	x	-1	1	-5	-6	-1	0
- CC(C)OP(=O)(c1ccc(N(C)C)cc1)C(O)c1ccc(Br)cc1 (stereo unspecified)
    10	9	0	6	2	-5	3	3	-9
- Cc1cccc(C)c1NC(=O)CNC(=O)c1ccccc1
    5	-16	0	-2	4	4	-2	-6	9
- CCCOC(=O)Nc1cc(OC)ccc1[N+](=O)[O-]
    13	1	3	-3	4	-4	4	4	20
- COc1cc(OC)cc(C(=O)NCC(=O)N2CCN(Cc3ccccc3)CC2)c1
    12	2	3	1	-9	-2	-15	7	1
- CCN(C(=O)COC(=O)c1ccc(=O)n(Cc2ccccc2)n1)C1CCS(=O)(=O)C1 (stereo unspecified)
    7	2	2	1	6	-9	-17	5	19
- O=C(CNC(=O)c1ccco1)Nc1ccc(F)c(Cl)c1
    10	-3	-1	1	-9	-3	2	0	5
- O=C(Nc1c2c(nn1-c1ccccc1)CS(=O)(=O)C2)c1cc2ccccc2o1
    6	-5	1	-8	0	3	-18	-7	15
- CC(=O)C[C@H](O)CC(=O)[C@H]1OC(=O)CC/C=C\Cc2ccccc21
    18	-12	2	-5	2	0	-8	-17	5
- Cc1ccc(NC(=O)COC(=O)CC2SC(N3CCCC3)=NC2=O)cc1 (stereo unspecified)
    2	-12	0	-5	-3	-4	3	1	8
- COc1cccc(NC2CC(=O)N(CCc3ccccc3)C2=O)c1 (stereo unspecified)
    16	-15	3	-1	-1	0	5	-1	18
- C=CCn1c(=N)n(CC(=O)OCC)c2ccccc21
    25	-5	-2	-3	1	2	3	2	16

Later entries.
Key to letters: A = SENP8 block-1; B = SENP6 inh; C = SENP1 FRET inh; D = SENP8 block-2; E = Apaf1 inhib; F = HKDC1 inhibitor; G = PfG6PD inh; H = SENP7 block; I = NLRP3 yeast inh
mol: O=C(COC(=O)c1ccc2c(c1)C(=O)N(c1cccc3ncccc13)C2=O)c1ccc(Cl)cc1
  A: 13; B: -2; C: 1; D: 0; E: -35; F: -10; G: -27; H: 1; I: 4

mol: Cn1c(=O)c2c(ncn2CC(O)CNc2ccc(F)cc2)n(C)c1=O (stereo unspecified)
  A: 16; B: -19; C: -1; D: 1; E: -16; F: -2; G: 4; H: -3; I: 7

mol: CCc1c(C)nc(N)nc1OCC(F)(F)C(F)F
  A: 9; B: -7; C: -3; D: 6; E: 3; F: 19; G: 12; H: 6; I: 19

mol: CCC(C(=O)NC1CC(C)(C)NC(C)(C)C1)c1ccccc1 (stereo unspecified)
  A: 8; B: -2; C: 1; D: -9; E: -6; F: -5; G: 1; H: -6; I: 17

mol: Cn1cc(/C=N/n2cnc3scc(-c4ccccc4)c3c2=O)c2ccccc21
  A: -36; B: 0; C: 1; D: -2; E: 14; F: 2; G: 0; H: 5; I: 11

mol: CC(C)CCNC(=O)CN(Cc1ccco1)C(=O)c1snc(C(N)=O)c1N
  A: -346; B: -24; C: 0; D: 0; E: -8; F: -3; G: -16; H: -12; I: 11

mol: Nc1c(S(=O)(=O)c2cccc(Cl)c2)c2nc3ccccc3nc2n1/N=C/c1ccc(O)c(O)c1
  A: x; B: -10; C: x; D: -12; E: 26; F: x; G: x; H: -4; I: 13

mol: COc1cc(OC)c(/C=N/N2CCN(c3ccccc3OC)CC2)c(OC)c1
  A: -2; B: 7; C: -1; D: 13; E: 3; F: -6; G: 9; H: 3; I: 12

mol: C=CCNC(=S)Nc1c(N)n(C)c(=O)n(C)c1=O
  A: 4; B: -5; C: 1; D: -14; E: -2; F: -4; G: -2; H: -14; I: -10

mol: COCCn1c(C)cc(C(=O)COC(=O)CCN2C(=O)c3ccccc3C2=O)c1C
  A: 26; B: -22; C: -2; D: -14; E: 15; F: -2; G: 8; H: -11; I: 5

Part of the list above, with each value named:
> Nc1c(S(=O)(=O)c2cccc(Cl)c2)c2nc3ccccc3nc2n1/N=C/c1ccc(O)c(O)c1
  SENP8 block-1 = x; SENP6 inh = -10; SENP1 FRET inh = x; SENP8 block-2 = -12; Apaf1 inhib = 26; HKDC1 inhibitor = x; PfG6PD inh = x; SENP7 block = -4; NLRP3 yeast inh = 13

> Cn1c(=O)c2c(ncn2CC(O)CNc2ccc(F)cc2)n(C)c1=O (stereo unspecified)
  SENP8 block-1 = 16; SENP6 inh = -19; SENP1 FRET inh = -1; SENP8 block-2 = 1; Apaf1 inhib = -16; HKDC1 inhibitor = -2; PfG6PD inh = 4; SENP7 block = -3; NLRP3 yeast inh = 7

> CCc1c(C)nc(N)nc1OCC(F)(F)C(F)F
  SENP8 block-1 = 9; SENP6 inh = -7; SENP1 FRET inh = -3; SENP8 block-2 = 6; Apaf1 inhib = 3; HKDC1 inhibitor = 19; PfG6PD inh = 12; SENP7 block = 6; NLRP3 yeast inh = 19

Following part:
Key to letters: A = SENP8 block-1; B = SENP6 inh; C = SENP1 FRET inh; D = SENP8 block-2; E = Apaf1 inhib; F = HKDC1 inhibitor; G = PfG6PD inh; H = SENP7 block; I = NLRP3 yeast inh
mol: O=C(O)c1ccccc1NS(=O)(=O)c1cccc2cccnc12
  A: 24; B: -10; C: -2; D: 6; E: 2; F: -5; G: 1; H: 8; I: 4

mol: CCC(C)NC(=O)C1(N2C(=O)c3ccccc3C2=O)CCCC1 (stereo unspecified)
  A: 0; B: x; C: 1; D: x; E: x; F: -10; G: -5; H: x; I: x

mol: Cc1ccc(NC(=O)[C@@H]2CCCN2C(=O)c2cccs2)cc1S(=O)(=O)N1CCCCC1
  A: -5; B: -12; C: 2; D: 1; E: -5; F: -4; G: -10; H: -2; I: 4

mol: CCOC(=O)c1cc2c(=O)c3cc(C)ccc3oc2nc1C
  A: -20; B: 45; C: 1; D: 71*; E: 2; F: -1; G: 2; H: 92*; I: 11

mol: CC(=O)c1ccc(S(=O)(=O)Oc2ccc(C(=O)O)cc2Cl)cc1
  A: 12; B: -8; C: 0; D: 7; E: -1; F: -3; G: -9; H: -1; I: -2

mol: Cc1ccc(SCC(=O)NCc2ccccc2)cc1
  A: 25; B: 7; C: 1; D: 5; E: -18; F: -6; G: -8; H: -3; I: 22

mol: NNC(=O)c1ccc(COCC(F)(F)F)cc1
  A: 4; B: -21; C: 3; D: 1; E: -26; F: -3; G: -10; H: 1; I: 9

mol: Cc1ccc2sc(-c3ccc(NC(=O)c4cc(-n5cnnc5)ccc4Cl)cc3)nc2c1
  A: -306; B: 1; C: -5; D: 8; E: -1; F: -9; G: -2; H: 0; I: -7

mol: O=C(CSc1nc(-c2ccccc2)cc(C(F)(F)F)n1)NCc1cccs1
  A: 10; B: 10; C: 0; D: 1; E: 3; F: 15; G: -12; H: 7; I: 10

mol: Cc1nc([N+](=O)[O-])cn1C(C)C
  A: 7; B: -7; C: 1; D: -5; E: -16; F: -4; G: -8; H: -1; I: 10

mol: COc1cccc(Nc2nc3ccc(OC)cc3s2)c1
  A: 7; B: 3; C: -1; D: 22; E: -10; F: 0; G: 35; H: 43; I: 26

mol: Cc1ccc(S(=O)(=O)Nc2nc(C)cc(NN)n2)cc1
  A: 10; B: -8; C: 2; D: 3; E: -2; F: -1; G: -19; H: 17; I: 7

Record cards, from the list above. Values in the order: SENP8 block-1	SENP6 inh	SENP1 FRET inh	SENP8 block-2	Apaf1 inhib	HKDC1 inhibitor	PfG6PD inh	SENP7 block	NLRP3 yeast inh
`CC(=O)c1ccc(S(=O)(=O)Oc2ccc(C(=O)O)cc2Cl)cc1` is entered as 12	-8	0	7	-1	-3	-9	-1	-2
`Cc1ccc2sc(-c3ccc(NC(=O)c4cc(-n5cnnc5)ccc4Cl)cc3)nc2c1` is entered as -306	1	-5	8	-1	-9	-2	0	-7

Bioassay records from PubChem.
